Screens (PubChem)
RGS4 pot – potentiators or activators of RGS4; 310,000 tested, 0.92% active; B-score at 10 µM; HEK293 M3R/inducible RGS4, carbachol calcium flux Fluo4; hits give low values;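 active = B-score of the integrated calcium signal more than 4 SD below the library mean, with starting fluorescence not abnormally high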;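 note: negative B-score means reduced calcium response which marks RGS4 activation or potentiation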
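System: HEK293 FlpIn-TREx cells, stable M3R, doxycycline-inducible RGS4. Timing: overnight RGS4 induction, 30 min dye load 37 °C, 20 min compound RT. Also added: carbachol, ECmax concentration. Measured by: Fluo4 fluorescence kinetic imaging of calcium. Evaluation: integrated calcium ratio converted to B score.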
HDAC3 inhib – blocks human histone deacetylase 3 | O15379 | recombinant HDAC3, fluorogenic peptide/trypsin coupled, fluorescence | inhibition, % at 8.3 µM | 320,000 tested, 0.15% active | AID 2718; in the data active = inhibition above about 26%, passing the limit was not always enough
GSK3 alpha inh – human GSK-3 alpha kinase inhibition. P49840. ADP-Glo luminescence, 60 min. inhibition, % at 10 µM. 320,000 tested, 0.1% active. AID 2650;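 in the data active = inhibition above about 50%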;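 note: GST-tagged GSK-3 alpha with peptide substrate and 25 µM ATP; 0% = DMSO neutral wells and 100% = GW8510 positive control wells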
KCNQ1 inh – blocks the human KCNQ1 potassium channel | P51787 | CHO-K1 KCNQ1, FluxOR thallium flux fluorescence; hits give high values | B-score at 10 µM | 310,000 tested, 1.3% active;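 active = compounds whose thallium flux B-score, printed positive for inhibition, exceeds three library SD while starting fluorescence stays within three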;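 note: channel opened by potassium depolarization with thallium stimulus after 20 min compound exposure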
hERG protect – compounds protecting human hERG from proarrhythmic drug block. Q12809. CHO-hERG, FluxOR thallium flux, dofetilide IC70 present. activation (rescue from dofetilide block), less the hit threshold, % at 10 µM. 310,000 tested, 0.51% active;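 active = activation above the mean of controls blocked by dofetilide plus 5 SD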;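 note: thallium influx through hERG after potassium depolarization seen as dye fluorescence rise; in these data hits start at about 4.7%; inactives centre near -7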
Target sequence (Q12809 whole entry, looked up): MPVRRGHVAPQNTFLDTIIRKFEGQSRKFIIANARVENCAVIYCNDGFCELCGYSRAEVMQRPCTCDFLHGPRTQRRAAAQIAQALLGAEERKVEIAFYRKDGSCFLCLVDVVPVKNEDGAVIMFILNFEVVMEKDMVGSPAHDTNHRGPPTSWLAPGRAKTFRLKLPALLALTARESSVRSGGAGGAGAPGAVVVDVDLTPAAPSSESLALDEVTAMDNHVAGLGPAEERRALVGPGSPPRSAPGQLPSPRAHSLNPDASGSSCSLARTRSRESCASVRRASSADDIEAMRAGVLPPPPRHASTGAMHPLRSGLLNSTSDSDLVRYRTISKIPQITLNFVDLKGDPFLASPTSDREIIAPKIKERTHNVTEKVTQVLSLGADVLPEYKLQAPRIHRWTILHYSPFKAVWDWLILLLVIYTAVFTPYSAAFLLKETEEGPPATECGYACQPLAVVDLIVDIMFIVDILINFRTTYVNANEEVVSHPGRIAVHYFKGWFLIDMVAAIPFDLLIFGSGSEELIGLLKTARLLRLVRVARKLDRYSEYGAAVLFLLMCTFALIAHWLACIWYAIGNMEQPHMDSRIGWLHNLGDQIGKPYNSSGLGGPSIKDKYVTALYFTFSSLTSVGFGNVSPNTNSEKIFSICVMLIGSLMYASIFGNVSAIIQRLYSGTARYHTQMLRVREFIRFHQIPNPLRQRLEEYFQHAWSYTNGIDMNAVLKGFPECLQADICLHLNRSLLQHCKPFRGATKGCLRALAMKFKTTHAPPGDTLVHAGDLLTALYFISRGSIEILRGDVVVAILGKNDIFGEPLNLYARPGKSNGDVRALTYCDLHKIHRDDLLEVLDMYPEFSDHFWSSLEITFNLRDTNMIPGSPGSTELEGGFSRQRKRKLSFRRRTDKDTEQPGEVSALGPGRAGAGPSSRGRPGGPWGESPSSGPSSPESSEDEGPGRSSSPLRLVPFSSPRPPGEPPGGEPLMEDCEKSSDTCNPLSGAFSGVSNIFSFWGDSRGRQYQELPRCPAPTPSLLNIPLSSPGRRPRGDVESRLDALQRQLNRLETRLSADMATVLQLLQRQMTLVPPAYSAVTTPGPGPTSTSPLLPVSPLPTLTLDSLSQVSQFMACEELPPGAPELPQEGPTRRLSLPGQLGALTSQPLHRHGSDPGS
KCNQ1 pot – potentiators or activators of human KCNQ1 potassium channel; CHO-K1 KCNQ1, thallium flux FluxOR fluorescence; hits give high values; P51787; 310,000 tested, 0.35% active; B-score at 10 µM;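 active = fluorescence ratio B-score, a plate-corrected score, at least three library SD, with initial intensity B-score within 5 SD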
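assay system = KCNQ1-transfected CHO-K1 cells | medium = assay buffer with matched DMSO | probe or stimulus = depolarizing K+/Tl+ stimulus, K2SO4 and Tl2SO4 each 12.5 mM in 5x stock | dosing = single dose | incubation = dye 90 min, compound 20 min, room temperature | detection = kinetic FluxOR fluorescence, 10 s baseline plus 110 s post-stimulus | evaluation = ratio B score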
DYRK1A inh – blocks rat Dyrk1A kinase activity; ADP-Glo luminescence, NFATc1 peptide; inhibition, % at 12.5 µM; 310,000 tested, 0.43% active; in the data active = inhibition above about 50%;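 note: plate controls were vehicle with enzyme for no effect and no enzyme for full effect; many of its hits are not listed in these tables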
GSK3B inh – blocks human GSK3beta kinase activity; 300,000 tested, 0.038% active; GST-GSK3beta kinase, ADP-Glo luminescence, 60 min; hits give low values; activity score (negative = inhibition), % at 10 µM; AID 2097;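 active = more than half of replicate wells score below -50%, meaning over 50% inhibition versus plate controls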;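 note: 0% = median DMSO wells and -100% = median GW8510 positive control wells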
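Test system – GST-tagged human GSK3beta kinase, cell-free · Incubation – 60 min enzyme reaction, room temperature · Signal – ADP-Glo luminescence · Also added – peptide substrate and ATP at 25 µM · Controls – DMSO neutral wells and GW8510 at 20 µM as positive · Buffer or medium – Tris/MgCl2 kinase buffer · Measure – Luminescence-derived activity versus plate DMSO and GW8510 wells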
PolyA inh – blocks polyadenylation in yeast reporter cells; 300,000 tested, 0.02% active; calls only at 12 µM; S. cerevisiae SKY197-pL101 polyadenylation reporter, beta-gal luminescence; efflux-impaired pdr1/pdr3 knockout yeast; score 100 = 6 SD above DMSO; AID 1875;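 active = lowest replicate activity score at least 50, where 100 means six control SD above control mean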;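 note: yeast exposed to compound for 9 h at 30 °C; higher score means more reporter readthrough which indicates perturbed polyadenylation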
KCNK3 block – human KCNK3 channel inhibition, primary screen; O14649; CHO-KCNK3 thallium flux, FluxOR fluorescence; hits give low values; 340,000 tested, 0.84% active; B-score at 10 µM; AID 602410;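 active = B-score under library mean minus 4 SD, starting fluorescence ratio at most library mean plus 5 SD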;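 note: more negative B-score means stronger inhibition of thallium flux through KCNK3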
KCNK9 block – human KCNK9 channel inhibition; Q9NPC2; HEK293 KCNK9, FluxOR thallium flux fluorescence; hits give low values; B-score at 10 µM; 310,000 tested, 1.2% active; AID 488922;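 active = ratio B-score over 3 SD below the library mean, with starting fluorescence within 5 SD of its mean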;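 note: negative B-score means less thallium flux so channel inhibition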
Numbers without * were called inactive. The list is partial; rates above refer to the full screens.

Cc1ccc(S(=O)(=O)n2ccc3c(OCCOCCSCC(NC(=O)OC(C)(C)C)C(=O)O)cccc32)cc1 (configuration not stated) was read as RGS4 pot inactive, HDAC3 inhib 7, GSK3 alpha inh -5, KCNQ1 inh inactive, hERG protect -7, KCNQ1 pot inactive, DYRK1A inh -3, GSK3B inh 3, PolyA inh inactive, KCNK3 block inactive and KCNK9 block inactive.
Screening O=C(CSc1nc2ccccc2[nH]1)NCc1ccc(F)cc1 returned RGS4 pot inactive, HDAC3 inhib -3, KCNQ1 inh inactive, hERG protect -21, KCNQ1 pot inactive, DYRK1A inh -1, GSK3B inh -1, PolyA inh inactive, KCNK3 block inactive and KCNK9 block inactive.
Screening C=CCN(c1ccccc1)S(=O)(=O)c1cccc(C(=O)N2CC(C)CC(C)C2)c1 (configuration not stated) returned RGS4 pot inactive, HDAC3 inhib 12, GSK3 alpha inh -2, KCNQ1 inh inactive, hERG protect -9, KCNQ1 pot inactive, DYRK1A inh -10, GSK3B inh 3, PolyA inh inactive, KCNK3 block inactive and KCNK9 block inactive.
CCOC(=O)C(CC)n1nc(C)n2c(cc3occc32)c1=O (configuration not stated) was read as RGS4 pot inactive, HDAC3 inhib -2, GSK3 alpha inh 0, KCNQ1 inh inactive, hERG protect -14, KCNQ1 pot inactive, DYRK1A inh 2, GSK3B inh 1, PolyA inh inactive, KCNK3 block inactive and KCNK9 block inactive.
Screening S=c1[nH]c2ncccc2o1 returned RGS4 pot inactive, HDAC3 inhib 0, GSK3 alpha inh 2, KCNQ1 inh inactive, hERG protect -3, KCNQ1 pot inactive, DYRK1A inh 0, GSK3B inh -14, PolyA inh inactive, KCNK3 block inactive and KCNK9 block inactive.
For Clc1ccc(-c2cn3c(n2)CCC3)cc1 the results were RGS4 pot inactive, HDAC3 inhib 1, GSK3 alpha inh -2, KCNQ1 inh inactive, hERG protect -1, KCNQ1 pot inactive, DYRK1A inh -1, GSK3B inh 2, PolyA inh inactive, KCNK3 block inactive and KCNK9 block inactive.
`CCN(c1ccccc1)S(=O)(=O)c1cccc(C(=O)NCC(c2ccco2)N2CCCC2)c1` (configuration not stated) gave RGS4 pot inactive, HDAC3 inhib 1, GSK3 alpha inh -1, KCNQ1 inh inactive, hERG protect -9, KCNQ1 pot inactive, DYRK1A inh -4, GSK3B inh 1, PolyA inh inactive, KCNK3 block inactive and KCNK9 block inactive.
Screening CC(C)NS(=O)(=O)c1ccc(NC(=S)NC(=O)c2ccc(-c3ccccc3)cc2)cc1 returned RGS4 pot inactive, HDAC3 inhib -12, GSK3 alpha inh -4, KCNQ1 inh inactive, hERG protect -5, KCNQ1 pot inactive, DYRK1A inh 5, GSK3B inh -5, PolyA inh inactive, KCNK3 block inactive and KCNK9 block inactive.
For COc1c2c(nc3ccccc13)OC(C(C)(O)CO)C2 (configuration not stated) the results were RGS4 pot inactive, HDAC3 inhib -2, GSK3 alpha inh -1, KCNQ1 inh inactive, hERG protect -8, KCNQ1 pot inactive, GSK3B inh -2, PolyA inh inactive, KCNK3 block inactive and KCNK9 block inactive.
CCCCN(C)C(=O)c1cn(C)c2ccc(S(=O)(=O)N(C)C)cc2c1=O was read as RGS4 pot inactive, HDAC3 inhib 2, GSK3 alpha inh 1, KCNQ1 inh inactive, hERG protect -6, KCNQ1 pot inactive, GSK3B inh 3, PolyA inh inactive, KCNK3 block inactive and KCNK9 block inactive.
Screening O=C(c1ccc(Cl)c(S(=O)(=O)N2CCOCC2)c1)N(Cc1nnc(-c2ccccc2Cl)o1)C1CC1 returned RGS4 pot inactive, HDAC3 inhib 1, GSK3 alpha inh 0, KCNQ1 inh inactive, hERG protect -15, KCNQ1 pot inactive, GSK3B inh -1, PolyA inh inactive, KCNK3 block inactive and KCNK9 block inactive.
`CN1CCN(c2nc(-c3cc4ccccc4o3)cs2)CC1` gave RGS4 pot inactive, HDAC3 inhib 4, GSK3 alpha inh -3, KCNQ1 inh inactive, hERG protect -11, KCNQ1 pot inactive, DYRK1A inh -2, GSK3B inh 3, PolyA inh inactive, KCNK3 block inactive and KCNK9 block inactive.

Already shown: entries from further up.
For COc1c2c(nc3ccccc13)OC(C(C)(O)CO)C2 (configuration not stated) the results were RGS4 pot inactive, HDAC3 inhib -2, GSK3 alpha inh -1, KCNQ1 inh inactive, hERG protect -8, KCNQ1 pot inactive, GSK3B inh -2, PolyA inh inactive, KCNK3 block inactive and KCNK9 block inactive.
CCCCN(C)C(=O)c1cn(C)c2ccc(S(=O)(=O)N(C)C)cc2c1=O was read as RGS4 pot inactive, HDAC3 inhib 2, GSK3 alpha inh 1, KCNQ1 inh inactive, hERG protect -6, KCNQ1 pot inactive, GSK3B inh 3, PolyA inh inactive, KCNK3 block inactive and KCNK9 block inactive.
Screening O=C(c1ccc(Cl)c(S(=O)(=O)N2CCOCC2)c1)N(Cc1nnc(-c2ccccc2Cl)o1)C1CC1 returned RGS4 pot inactive, HDAC3 inhib 1, GSK3 alpha inh 0, KCNQ1 inh inactive, hERG protect -15, KCNQ1 pot inactive, GSK3B inh -1, PolyA inh inactive, KCNK3 block inactive and KCNK9 block inactive.

Further records:
For CCCCCOc1ccc(NC(=O)C(=O)NCCC2=CCCCC2)cc1 the results were RGS4 pot inactive, HDAC3 inhib -1, KCNQ1 inh inactive, hERG protect -5, KCNQ1 pot inactive, DYRK1A inh 0, GSK3B inh 1, PolyA inh inactive, KCNK3 block inactive and KCNK9 block inactive.
`CC1CN(C(=O)COC(=O)c2cccc(NS(=O)(=O)c3ccccc3)c2)CC(C)O1` (configuration not stated) gave RGS4 pot inactive, HDAC3 inhib -1, GSK3 alpha inh 4, KCNQ1 inh inactive, hERG protect -5, KCNQ1 pot inactive, DYRK1A inh 10, GSK3B inh 2, PolyA inh inactive, KCNK3 block inactive and KCNK9 block inactive.
`CN(CC(=O)Nc1cc(Cl)cc(Cl)c1)Cc1cccs1` gave RGS4 pot inactive, HDAC3 inhib -4, GSK3 alpha inh -1, KCNQ1 inh inactive, hERG protect -4, KCNQ1 pot inactive, GSK3B inh -1, PolyA inh inactive, KCNK3 block -13* and KCNK9 block -14*.
Screening COc1ccccc1CNS(=O)(=O)c1cccc(S(=O)(=O)N2CCOCC2)c1 returned RGS4 pot inactive, HDAC3 inhib -5, GSK3 alpha inh 3, KCNQ1 inh inactive, hERG protect -5, KCNQ1 pot inactive, DYRK1A inh -4, GSK3B inh 0, PolyA inh inactive, KCNK3 block inactive and KCNK9 block inactive.
For COc1cccc(C2c3c(oc4ccc(Cl)cc4c3=O)C(=O)N2c2cc(C)on2)c1OC (configuration not stated) the results were RGS4 pot inactive, HDAC3 inhib -1, GSK3 alpha inh -2, KCNQ1 inh inactive, hERG protect -10, KCNQ1 pot inactive, DYRK1A inh 9, GSK3B inh 3, PolyA inh inactive, KCNK3 block inactive and KCNK9 block inactive.
`O=C(c1cc(COc2ccc3c(c2)CCCC3)on1)N1CCCC1` gave RGS4 pot inactive, HDAC3 inhib 0, GSK3 alpha inh -2, KCNQ1 inh inactive, hERG protect -6, KCNQ1 pot inactive, DYRK1A inh -1, GSK3B inh 1, PolyA inh inactive, KCNK3 block inactive and KCNK9 block inactive.
`Cc1ccc(S(=O)(=O)N2CCCCC2)c2nsnc12` gave RGS4 pot inactive, HDAC3 inhib 6, GSK3 alpha inh 5, KCNQ1 inh inactive, hERG protect -8, KCNQ1 pot inactive, DYRK1A inh 2, GSK3B inh 2, PolyA inh inactive, KCNK3 block inactive and KCNK9 block inactive.
`COc1ccccc1CN(Cc1cc2cc(C)cc(C)c2[nH]c1=O)Cc1nnnn1CC1CCCO1` (configuration not stated) gave RGS4 pot inactive, HDAC3 inhib 7, GSK3 alpha inh 4, KCNQ1 inh inactive, hERG protect -4, KCNQ1 pot inactive, DYRK1A inh 2, GSK3B inh -4, PolyA inh inactive, KCNK3 block inactive and KCNK9 block inactive.
CC(Oc1ccccc1)C(=O)Nc1c2c(nn1-c1ccccc1)CS(=O)(=O)C2 (configuration not stated) was read as RGS4 pot inactive, HDAC3 inhib -3, GSK3 alpha inh -2, KCNQ1 inh inactive, hERG protect -7, KCNQ1 pot inactive, DYRK1A inh -6, GSK3B inh 2, PolyA inh inactive, KCNK3 block inactive and KCNK9 block inactive.
Nc1ccc2nn(-c3ccc(Cl)cc3)nc2c1 was read as RGS4 pot inactive, HDAC3 inhib -5, GSK3 alpha inh -3, KCNQ1 inh inactive, hERG protect -8, KCNQ1 pot inactive, DYRK1A inh -9, GSK3B inh 0, PolyA inh inactive, KCNK3 block inactive and KCNK9 block inactive.
CC(C)c1cccc(OCC(=O)Nc2ccc(S(=O)(=O)Nc3ccccn3)cc2)c1 was read as RGS4 pot inactive, HDAC3 inhib -5, GSK3 alpha inh -3, KCNQ1 inh inactive, hERG protect -5, KCNQ1 pot inactive, DYRK1A inh -1, GSK3B inh -2, PolyA inh inactive, KCNK3 block inactive and KCNK9 block inactive.
O=C1OCc2ccc(NC(=O)C3CCCCC3)cc21 was read as RGS4 pot inactive, HDAC3 inhib -1, GSK3 alpha inh -3, KCNQ1 inh inactive, hERG protect -11, KCNQ1 pot inactive, DYRK1A inh -5, GSK3B inh 1, PolyA inh inactive, KCNK3 block inactive and KCNK9 block inactive.
O=C(NC(Cc1ccccc1)C(=O)O)c1ccccc1 (configuration not stated) was read as RGS4 pot inactive, HDAC3 inhib 11, GSK3 alpha inh -4, KCNQ1 inh inactive, hERG protect -4, KCNQ1 pot inactive, DYRK1A inh -1, GSK3B inh 0, PolyA inh inactive, KCNK3 block inactive and KCNK9 block inactive.
For N#Cc1cnc(SCC(=O)NNC(=O)COc2cccc3ccccc23)nc1N the results were RGS4 pot inactive, HDAC3 inhib 3, GSK3 alpha inh 1, KCNQ1 inh inactive, hERG protect -4, KCNQ1 pot inactive, DYRK1A inh -4, GSK3B inh 2, PolyA inh inactive, KCNK3 block inactive and KCNK9 block inactive.
`CCOc1ccc(N(CC)C(=O)c2cn(CC)c(=O)c3cc(OC)c(OC)cc23)cc1` gave RGS4 pot inactive, HDAC3 inhib 13, GSK3 alpha inh -1, KCNQ1 inh inactive, hERG protect -6, KCNQ1 pot inactive, DYRK1A inh 4, GSK3B inh -2, PolyA inh inactive, KCNK3 block inactive and KCNK9 block inactive.
